Nrf2 ARE act: activates Nrf2 signaling. AREc32 ARE-luciferase reporter (MCF7-derived line), luminescence, 24 h. Potency, µM (titrated, usually from 46.1 µM), for inactives: at the highest dose activation, most hits filed as activators. 0.31% of 410,000 active. AID 624171; also: potency is read from the fitted curve at half-maximal effect; % of control where 0% means no effect; nearly all actives have a fitted effect of over 65% in size
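Cells of the AREc32 ARE-luciferase line are plated in OPTI-MEM containing 5% FBS and left overnight at 37 deg C. Compounds are pinned in, incubation continues 24 hr, and firefly luciferase signal is then measured.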
MCF10A rereplic: DNA re-replication induction in MCF 10a cells. MCF 10A DNA re-replication, Hoechst nuclear intensity, 48 h. Potency, µM (series often up to 46.1 µM), for the others: at the highest dose activity, positive = re-replication, most hits filed as activators. 2.9% of 350,000 active; also: potency is read from the fitted curve at half-maximal effect; % of control where 0% means no effect; nearly all actives have a fitted effect of over 50% in size
Nrf2 inh: blocks Nrf2 signaling; A549 ARE-Fluc reporter, luciferase luminescence, 18-24 h; 2.1% of 360,000 active; Potency, µM (titrated, usually from 46 µM), for inactives: at the top dose activity change, negative = inhibition, usual class: inhibitors; also: potency is read from the fitted curve at half-maximal effect; % is scaled to controls: 0 for no effect and ±100 for the full control effect; nearly all actives have a fitted effect of over 60% in size
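Two sequential reads on A549 ARE_Fluc cells exposed to compound for 18-24 h: a CellTiter-Fluor fluorescence read for viability, then a luciferase luminescence read for Nrf2/ARE activity.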
IL1B secr inh: inflammasome signaling inhibition, IL-1 beta readout; 4.7% of 360,000 active; THP-1 LPS/ATP IL-1B secretion, AlphaLISA, 16 h; stronger effect = lower value; activity change, % at 57.5 µM; in the data active = activity change below about -50%; inconclusive = mostly about -30% to -49%; also: % is scaled to controls: 0 for no effect and ±100 for the full control effect
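Secreted IL-1B measured by AlphaLISA bead assay after 16 h compound exposure of THP-1 cells; compounds (final up to 57.5 uM) added 1 h before LPS (250 ng/mL) and ATP (1.25 mM) stimulation; lower signal means less secretion.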
ATXN2 expr inh: ATXN2 expression inhibition. Potency, µM (series often up to 57 µM), without a hit: at the highest dose activity change, negative = inhibition, actives largely listed as inhibitors. 0.72% of 360,000 active. HEK-293 ATXN2-luciferase reporter, luminescence, 24 h; also: potency is read from the fitted curve at half-maximal effect; % is scaled to controls: 0 for no effect and ±100 for the full control effect; nearly all actives have a fitted effect of over 55% in size
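ATXN2-luciferase reporter cells (luciferase flanked by upstream and downstream ATXN2 gene portions) were treated 24 h at 37 °C with compounds at up to 57 uM. SteadyGlo luminescence gave expression; GF-AFC fluorescence gave viability.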
ATXN viability: reduces viability in counter-screen for ATXN expression inhibitors | S2 cells (HEK-293 line with an ATXN2-luciferase reporter) viability, CellTiter-Fluor protease fluorescence, 24 h | 0.49% of 400,000 active | Potency, µM (titrated, usually from 56.7 µM), hits mostly cytotoxic | AID 651635; also: potency is read from the fitted curve at half-maximal effect; nearly all actives have a fitted effect of over 40% in size
TGFb SMAD3 inh: blocks TGF-b signaling; 1.2% of 410,000 active; Potency, µM (titrated, usually from 46.1 µM), without a hit: at the top dose activity, negative = inhibition, actives largely listed as inhibitors; AID 588855; HepG2 CAGA-GFP TGF-b/SMAD3 reporter, GFP fluorescence, 18 h; TGF-beta stimulated, 500 pg/mL final; also: potency is read from the fitted curve at half-maximal effect; % is scaled to controls: 0 for no effect and ±100 for the full control effect; nearly all actives have a fitted effect of over 65% in size
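HEPG2 CAGA-GFP, 1000 cells/well; 2 h settle, 37 C; cpd via pin tool; TGF-b 500 pg/mL final; 18 h, 37 C; GFP imaging ex488/em500-530; %Activity normalised to -TGF-b and +DMSO controls; CRC fit, curve class.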
HepG2 tox: counter-screen for TGF-b inhibitors: cytotoxicity in HepG2 cells; HepG2 CAGA-GFP viability, ATP luminescence, 18 h; Potency, µM (highest dose often 46.1 µM), inactives show top-dose activity change, negative = cytotoxicity, hits mostly cytotoxic; 0.76% of 410,000 active; AID 588856; also: potency is read from the fitted curve at half-maximal effect; some results filed as inactive show a strong effect at the top dose
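HepG2 CAGA-GFP cells (1000/well, DMEM with 1% FBS) received compound, then TGF-beta at 500 pg/mL final, and were incubated 18 hours at 37 degrees C. Viability was read by CellTiter-Glo luminescence. Media-only wells were set as complete cell-killing and DMSO as no toxicity.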
A549 tox: counter-screen for Nrf2 inhibitors: cytotoxicity in A549 cells; A549 ARE-Fluc cells, CellTiter-Fluor viability, 18-24 h; 0.16% of 390,000 active; Potency, µM (highest dose often 46 µM), for inactives: at the top dose activity change, negative = cytotoxicity, hits mostly inhibitors; AID 504648; also: potency is read from the fitted curve at half-maximal effect; % is scaled to controls: 0 for no effect and ±100 for the full control effect
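Cytotoxicity counterscreen: CellTiter-Fluor fluorescence was measured in A549 ARE_Fluc cells after 18-24 h of compound exposure in a concentration series. The subsequent BugLite luminescent read reports ARE-luciferase activity.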
* = called active by the depositor; i = inactive; ? = inconclusive; nt = not tested or not shown; & = joins results of further samples; [ ] = dose if it differs, or a comment. Unless noted, calls follow the shape of the dose curve; as a rule, active = well fitted curve in the direction sought with a large enough effect; inconclusive = small, poorly fitted or top-dose-only effect, or another doubt; inactive = no such curve, though single readings can be large; an effect the other way counts as inactive or inconclusive. This is a subset (hit frequency here may not be typical).

SMILES | Nrf2 ARE act | MCF10A rereplic | Nrf2 inh | IL1B secr inh | ATXN2 expr inh | ATXN viability | TGFb SMAD3 inh | HepG2 tox | A549 tox
Cc1ccc(-c2nc3c(=O)n(C)c(=O)nc-3n(C)n2)cc1 | nt | nt | 3.3µM* | nt | nt | nt | 0.79µM* | 1µM* | 2.9µM*
NCC(=O)c1ccccc1 | 3.6% | -1% | 13% | 6 | 38% | i | -4%&17% | 4%&2% | -6%
CCOc1ccc2c(c1)c(C(C)=O)c(C)n2Cc1ccco1 | 4.7% | 10% | -21% | 7 | -8% | i | -15% | -12% | -11%
Cc1ccc2c(c1)CNc1ccccc1O2 | 4.0% | -3% | ? | -14 | 14% | i | -2% | 13% | -7%
CCC(C)N1C(=O)/C(=C/c2ccc3c(c2)CCN3CCCCl)C(=O)NC1=S (centres undefined) | 2.7% | -3% | 4% | 12 | 1% | ? | -2% | 5% | -2%
N/C(=N\N=C/c1ccc(-c2ccc(O)c(C(=O)O)c2)o1)N[N+](=O)[O-] | -0.1% | -22% | nt | 35 | -3% | ? | -11% | -2% | ?
COc1c(C)cc(C(=O)C2CCCN(Cc3cccc(O)c3)C2)cc1C (centres undefined) | 0.1% | 6.5µM* | 4% | 24 | -11% | i | -2% | -34% | 4%
Cc1ccc(Cl)cc1NC(=O)Cn1c(=O)oc2cc(S(=O)(=O)N3CCCCCC3)ccc21 | -0.7% | nt | nt | nt | nt | nt | ? | -56% | -8%
N#CC(CCN1CCOCC1)(c1ccccc1)c1ccccc1 | -0.5% | 15% | 8% | -4 | nt | i | 5% | 2% | 14%
COC(=O)C1=C(c2ccc(OC(F)(F)F)cc2)C[C@@H]2CC[C@H]1N2C(=O)NCc1cc(C)oc1C(F)(F)F | 0.0% | 8% | ? | 16 | -20% | i | ? | -16% | -16%
Cc1ccccc1NC(=O)c1cc(-c2ccccc2)n(CCCN2CCOCC2)c1C | 3.0% | 14% | -28% | -5 | -16% | i | 3% | 10% | 1%
Cc1ccc(C(=O)Nc2ccc(-n3ccnc3P(=O)(O)c3ccccc3)cc2)cc1 | -0.4% | -3% | nt | 23 | 3% | i | 5% | 5% | 0%
COc1cccc2c1N=C1CCCC3CN(C(C)=O)CCC123 (centres undefined) | -0.3% | -4% | -13% | -1 | -2% | i | -1% | -1% | -2%
O=c1[nH]c(=O)n(-c2ccc(F)cc2)c(O)c1C=Nc1ccccc1N1CCCC1 | -0.9% | 17% | nt | 20 | -15% | i | -5% | -4% | ?
O=[N+]([O-])c1ccc(Cl)cc1 | -0.1% | 1% | 14% | 12 | 2% | i | 1% | 5% | -2%
COc1ccc(NC(=O)CCOc2cc(C)ccc2C)cc1S(=O)(=O)N1CCCCC1 | 2.4% | ? | ? | -54* | -24% | ? | -20% | -22% | -28%
CCN1CCN(C(=O)COc2ccc(S(=O)(=O)N3CCOCC3)cc2Cl)CC1 | 0.2% | 0% | 6% | -2 | -14% | i | 2% | 6% | 2%
CC(C)(C)n1nnnc1C(C1CC1)N1CCC(n2c(=O)[nH]c3ccccc32)CC1 (centres undefined) | 0.0% | nt | nt | -7 | 3% | i | -5% | 4% | nt
CCOC(=O)c1c(-n2c(C)cc(/C=C3\C(=O)NC(=O)N(C)C3=O)c2C)sc2c1CCCC2 | -0.4% | ? | ? | -73* | -23% | i | -10% | -14% | ?
O=c1[nH]c(=O)n(-c2ccc(Br)cc2)c(O)c1C=NCCN1CCCCC1 | 0.2% | -3% | 5% | 4 | -8% | i | -16% | -39% | 1%
COC(=O)C1=C(c2cccc(C#N)c2)C[C@@H]2CC[C@H]1N2C(=O)NCc1ccc(F)cc1 | 0.9% | 8% | -2% | 11 | -3% | ? | -1% | -2% | -3%
CCOS(C)(=O)=O | -1.0% | -38%[inhibitor] | 0% | 2 | -2% | i | 7% | -64% | -2%
CN1c2ccccc2Oc2ccccc21 | -0.5% | 9% | 0% | 19 | 2% | i | -1% | 3% | -3%
O=[N+]([O-])c1ccc(N2CCNCC2)cc1N1CCCCC1 | 2.6% | 2% | 2% | -12 | nt | ? | 4% | 2% | ?
COc1cccc(-n2c(O)c(C=NCc3ccc4c(c3)OCO4)c(=O)[nH]c2=O)c1 | -0.8% | -2% | 1% | -2 | -6% | i | -3% | -8% | 1%
COC(=O)C1=C(c2ccc(-c3ccccc3)c(F)c2)C[C@@H]2CC[C@H]1N2C(=O)N1CCC(O)CC1 | 4.0% | 18% | ? | ? | ? | ? | -69% | -23% | -1%
CC(=O)Nc1cc(-c2ccc(C(=O)NC3CC3)cc2)cn2c(-c3ccc(F)c(Cl)c3)cnc12 | 11% | nt | nt | -12 | 0% | i | ? | -7% | nt
COC(=O)C1=C(c2c(C)noc2C)C[C@@H]2CC[C@H]1N2C(=O)NC1Cc2ccccc2C1 | 0.2% | 2% | 1% | 16 | 10% | i | 1% | -5% | -3%
O=C1c2ccccc2C(=O)N1SC1CCCCC1 | 0.8% | ? | 11% | 73 | -11% | i | 3% | -36% | -1%
COc1ccc2c(c1)NP(=S)(c1ccccc1)N2C (centres undefined) | 5.1% | -6% | ? | -4 | ? | ? | 0% | 4% | 0%
CCCOc1ccc(C(=O)NC(=S)N2C[C@H]3C[C@H](C2)c2cccc(=O)n2C3)cc1 | -0.6% | 27% | 9% | 8 | 16% | i | -5% | -2% | 10%
COC(=O)c1ccc(C(C(=O)NC2CCCCC2)N(CCN2CCOCC2)C(=O)Cc2cccs2)cc1 (centres undefined) | 0.3% | 6% | -14% | -6 | -13% | nt | 2% | -7% | 0%
CC(=O)OC1CCC2(C)C(CCC3C4CC(N5CC5)C(C(C)=O)C4(C)CC(=O)C32)C1 (centres undefined) | 16% | ? | 8% | -4 | ? | ? | -24% | -27% | 15µM*
CN(C)CCNC(=O)c1cccn(Cc2cccc(C(F)(F)F)c2)c1=O | 0.3% | ? | -1% | -11 | -29% | i | ? | 6% | -1%
CC1CCCCN1CC(O)c1c[nH]c2ccccc12 (centres undefined) | 2.4% | -9% | 22% | -8 | -9% | i | -20% | -17% | -13%
COC(=O)[C@@H]1N=C(c2ccc(OC)cc2)O[C@]12C(=O)N(C)c1ccc(Cl)cc12 | 2.5% | nt | nt | 2 | -4% | i | nt | nt | nt
O=P(Nc1ccccc1)(Oc1ccccc1)Oc1ccccc1 | -0.5% | 9% | -9% | -29 | nt | i | ? | -9% | 2%
O=c1cccc2n1CC1CC2CN(S(=O)(=O)c2cc(Cl)ccc2Cl)C1 (centres undefined) | -1.1% | -1% | -4% | 0 | -4% | i | -18% | 9% | -5%
CC(N=Cc1c(O)n(C2CC2)c(=S)[nH]c1=O)c1ccccc1 (centres undefined) | -0.5% | -3% | -12% | 13 | -20% | ? | 7% | -22% | -7%
C=C1[C@H]2CC[C@H]3[C@]4(C)C[C@H](O[C@H]5O[C@H](CO)[C@@H](OS(=O)(=O)O)[C@H](OS(=O)(=O)O)[C@H]5OC(=O)CC(C)C)C[C@@H](C(=O)O)[C@H]4CC[C@]3(C2)[C@H]1O | 0.0% | -12% | ? | 16 | -20% | i | -1% | -9% | -5%

Copied from the entries so far, 2 compounds:
SMILES | Nrf2 ARE act | MCF10A rereplic | Nrf2 inh | IL1B secr inh | ATXN2 expr inh | ATXN viability | TGFb SMAD3 inh | HepG2 tox | A549 tox
CC(N=Cc1c(O)n(C2CC2)c(=S)[nH]c1=O)c1ccccc1 (centres undefined) | -0.5% | -3% | -12% | 13 | -20% | ? | 7% | -22% | -7%
C=C1[C@H]2CC[C@H]3[C@]4(C)C[C@H](O[C@H]5O[C@H](CO)[C@@H](OS(=O)(=O)O)[C@H](OS(=O)(=O)O)[C@H]5OC(=O)CC(C)C)C[C@@H](C(=O)O)[C@H]4CC[C@]3(C2)[C@H]1O | 0.0% | -12% | ? | 16 | -20% | i | -1% | -9% | -5%

(further entries)
SMILES | Nrf2 ARE act | MCF10A rereplic | Nrf2 inh | IL1B secr inh | ATXN2 expr inh | ATXN viability | TGFb SMAD3 inh | HepG2 tox | A549 tox
O=[N+]([O-])c1cccc(CN2CC=C(c3ccc(F)cc3)CC2)c1 | 0.6% | 6% | -10% | -24 | -25% | i | -20% | -36% | 0%
CC(C)[C@H](NC(=O)N1C[C@H]2C[C@@H](C1)c1cccc(=O)n1C2)C(=O)Nc1ccccc1F | -0.6% | -5% | -12% | 9 | 9% | i | 43% | 1% | 2%
O=C(CCc1ccccc1)N1C[C@H]2C[C@@H](C1)c1cccc(=O)n1C2 | -0.5% | -2% | -1% | 17 | 2% | i | 6% | 1% | 0%
COc1c2c(cc3c1OCO3)CCN(C)C2 | 0.1% | -22% | -8% | 7 | 1%&4% | i | 39% | 3% | -17%
COc1ccc(-c2[nH]ncc2CNC(C)Cc2ccsc2)c(F)c1 (centres undefined) | -0.3% | 2% | -4% | -2 | nt | ? | ? | -67% | -13%
COc1ccc(-n2nnnc2C(c2cc3ccccc3o2)N2CCC(n3c(=O)[nH]c4ccccc43)CC2)cc1 (centres undefined) | -0.2% | nt | nt | 0 | 7.9µM* | 7.9µM* | ? | -28% | nt
CCC(C(=O)OCCOCCN(CC)CC)c1ccccc1 (centres undefined) | 0.8% | ? | 14% | 13 | 7% | i | -1% | -1% | 3%
COC(=O)C1=C(c2ccc(Cl)c(C(F)(F)F)c2)C[C@@H]2CC[C@H]1N2C(=O)NCc1ccc2c(c1)OCO2 | -0.2% | 10% | ? | ? | -7% | i | -8% | 5% | -18%
CC(C)Oc1ccc(CNC(=O)Oc2ccccc2)cc1 | -0.4% | 12µM* | 2% | 0 | ? | ? | -21% | -21% | -1%
C=CCn1c(O)c(C(CC)=Nc2cccc(C(F)(F)F)c2)c(=O)[nH]c1=O | 3.9% | 0% | -4% | 17 | -5% | i | -1% | 14% | 0%
CC(C)[C@H]1C(=O)O[C@@H]2CCN3CC=C(COC(=O)[C@](C)(O)[C@]1(C)O)[C@H]23 | 0.1% | 4% | -9% | 9 | 4% | i | 2% | -1% | 12%
